High-throughput results deposited in PubChem by several laboratories.
MITF act = increases MITF-driven TRPM1 promoter luciferase signal. SK-MEL-5 TRPM1-promoter luciferase, 24 h; % of positive control, neutral wells = 0. actives 0.75% (n = 300,000). activation, % at 12.5 µM;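 active means mean activation of at least 80% with every replicate also reaching 80%; inconclusive means mean reaches 80% but some replicate falls short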;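 further: 0% = neutral control wells and 100% = parthenolide positive control wells; values of inactives mirror those of a sister screen read the other way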
SR-BI DiI inh = inhibitors of mouse SR-BI mediated HDL lipid uptake. AID 488896. inhibition, % at 12.5 µM. actives 0.96% (n = 320,000). ldlA[mSR-BI] CHO cells, DiI-HDL uptake fluorescence, 3 h. Q61009;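 active means mean replicate inhibition of at least 70% and a set share of replicates each scoring 70 or more; inconclusive means meets just one of the two criteria; inactive means fails both criteria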;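 further: 0% = median of neutral control wells and 100% = median of positive control wells; values of inactives mirror those of a sister screen read the other way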
CDK5 p35 inh = CDK5/p35 (human) kinase inhibition | Recombinant CDK5/p35, ADP-Glo luminescence, 60 min | AID 488839 | actives 0.01% (n = 330,000) | inhibition, % at 10 µM | Q00535+Q15078;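 active means highest replicate inhibition of at least 50% and at least 75% of replicates reaching 50%; inconclusive means only one of the two criteria met; inactive means both criteria failed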;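 further: plate controls were DMSO neutral control for no effect and GW8510 at 10 µM for full effect; many of its hits are not listed in these tables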
Target sequence (Q00535 whole entry, looked up): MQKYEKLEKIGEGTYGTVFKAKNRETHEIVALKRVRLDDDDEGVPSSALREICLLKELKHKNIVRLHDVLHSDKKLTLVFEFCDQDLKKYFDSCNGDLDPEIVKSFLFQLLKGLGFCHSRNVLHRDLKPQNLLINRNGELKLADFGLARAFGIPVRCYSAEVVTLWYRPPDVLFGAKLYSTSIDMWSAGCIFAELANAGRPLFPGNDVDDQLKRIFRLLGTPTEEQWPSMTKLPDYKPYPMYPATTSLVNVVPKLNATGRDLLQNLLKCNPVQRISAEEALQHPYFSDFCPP
Target sequence (Q15078 whole entry, looked up): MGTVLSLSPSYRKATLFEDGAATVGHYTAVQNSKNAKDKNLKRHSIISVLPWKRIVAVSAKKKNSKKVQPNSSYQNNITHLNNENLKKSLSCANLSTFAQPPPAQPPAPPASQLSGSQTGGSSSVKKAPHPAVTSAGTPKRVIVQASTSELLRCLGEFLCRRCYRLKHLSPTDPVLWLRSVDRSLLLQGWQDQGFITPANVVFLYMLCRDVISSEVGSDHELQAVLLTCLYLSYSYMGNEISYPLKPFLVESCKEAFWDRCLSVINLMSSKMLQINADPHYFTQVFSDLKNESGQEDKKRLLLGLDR
cardiac RTF act = increases calcium sensitivity of human cardiac regulated thin filaments; IANBD-labeled TnC RTF fluorescence at EC20 calcium; 0% EC20 calcium, 100% full calcium; actives 0.24% (n = 340,000); P19429+P45379; activation, % at 7.2 µM;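 active means activation above the mean over all tested compounds plus 3 SD, cut at about 30% in these data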;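 further: rise in fluorescence read as greater calcium sensitivity of cardiac thin filaments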
dFosB act = enhances mouse delta FosB homodimer DNA binding; AID 493131; purified delta FosB, TAMRA-CDK5 oligo fluorescence polarization; percent of positive-control signal above neutral wells; actives 0.99% (n = 340,000); P13346; activation, % at 25 µM;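 active means mean activation above about 17%, with every replicate also reaching it, limit read from the data, passing the limit was not always enough; inconclusive means only one of the two conditions met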;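 further: fluorescence polarization rise as delta FosB binds a TAMRA Cdk5 AP-1 oligo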
HTR5A ag ctr = HTR5A agonism, opioid heterodimer counter-screen; actives 0.61% (n = 340,000); AID 504692; P47898; HTR5A agonist assay, luminescence, cell-based; activation, % at 9.3 µM; in the data active means activation mostly above about 9.5%, no sharp cut-off; inactive means mostly below about 7.6%;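 further: 0% = cells with vehicle only and 100% = reference agonist; strong numbers were not always called active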
Target sequence (P47898 whole entry, looked up): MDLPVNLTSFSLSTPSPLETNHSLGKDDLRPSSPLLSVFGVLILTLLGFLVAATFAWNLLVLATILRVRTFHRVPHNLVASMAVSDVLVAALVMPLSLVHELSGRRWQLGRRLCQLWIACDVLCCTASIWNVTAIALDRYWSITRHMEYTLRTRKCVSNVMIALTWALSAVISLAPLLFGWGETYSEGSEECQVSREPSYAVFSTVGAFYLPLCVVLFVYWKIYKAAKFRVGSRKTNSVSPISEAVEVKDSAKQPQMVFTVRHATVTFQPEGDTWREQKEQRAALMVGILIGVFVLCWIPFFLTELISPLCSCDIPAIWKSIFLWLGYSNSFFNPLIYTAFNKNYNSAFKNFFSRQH
Rtt109 Vps75 = C. albicans Rtt109 histone acetyltransferase inhibition | Q5AAJ8 | purified Rtt109/Vps75, ThioGlo CoA-SH fluorescence, 4 h | inhibition, % at 34.9 µM | actives 0.16% (n = 330,000) | AID 540336;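 active means inhibition of at least 50% in every replicate; inconclusive means best replicate reaches 50% inhibition but some replicates fall short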
PvdQ acylase = blocks Pseudomonas aeruginosa PvdQ acylase activity. AID 488965. inhibition, % at 10 µM. purified PvdQ acylase, fluorescence plate reader. actives 0.063% (n = 340,000); in the data active means inhibition above about 30%, passing the limit was not always enough; inconclusive means no clear call, values can overlap the other calls;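 further: 0% = vehicle neutral wells and 100% = reference inhibitor wells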
Wnt act = Wnt/beta-catenin pathway activation; Wnt/beta-catenin reporter cell assay, activator, plate reader; activation, % at 9.35 µM; actives 1.2% (n = 300,000); AID 743398; in the data active means activation above about 30%, passing the limit was not always enough; inconclusive means no clear call, values can overlap the other calls;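 further: 0% = neutral control wells and 100% = positive control wells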
SR-BI uptake up = SR-BI HDL lipid transfer activation | CHO ldlA[mSR-BI] cells, DiI-HDL uptake fluorescence, 3 h; 100 = double the neutral-control signal | activation, % at 12.5 µM | actives 0.096% (n = 320,000) | AID 504775;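 active means mean replicate activation of at least 60% and every replicate at or above 60%; inconclusive means mean or all-replicate condition met, but not both; inactive means mean below 60% and not all replicates reaching 60%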;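 further: 0% = median plate neutral-control signal and 100% = twice that signal; values of inactives mirror those of a sister screen read the other way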
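material = CHO ldlA[mSR-BI] cells | medium = Ham's F12 with 0.5% BSA, HEPES 25 mM, pH 7.4 | reagent = fluorescent DiI-HDL, 10 µg/mL final | compound dosing = single-point compound dose | incubation = 3 h, 37 °C | measured by = bottom-read fluorescence, 550/595 nm | measure = HDL uptake via cellular fluorescence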
The depositor's hits bear a star; ? = inconclusive; nt = no result given; & = joins results of further samples.

SMILES	MITF act	SR-BI DiI inh	CDK5 p35 inh	cardiac RTF act	dFosB act	HTR5A ag ctr	Rtt109 Vps75	PvdQ acylase	Wnt act	SR-BI uptake up
CC(C)c1ccc(/C=C/C(=O)NCCCN2CCOCC2)cc1	5	-16	-2.8	-5	-5	0	-14	-12	-3	16
O=C(NCc1ccccc1Cl)c1ccc(Cn2cc(C(F)(F)F)ccc2=O)cc1	-5	22	-0.1	-4	-6	-5	17	14	nt	-22
N#Cc1ccccc1NC(=O)c1ccccc1OCC(=O)NCc1ccco1	-10	-10	-1.1	0	-11	-6	24	1	-1	10
O=C(NC(=O)c1ccccc1Cl)Nc1ccc(-c2cnco2)cc1	41	9	1.2	-6	?	-1	-9	-12	14	-9
CC(=O)OC(C(=O)n1nc(C)cc1C)c1ccccc1 (stereo not drawn)	1	-10	-0.7	0	0	2	-1	2	-1	10
CC(C)S(=O)(=O)C1=NSC2=NC(=O)/C(=C\c3ccc(-c4ccccc4)o3)C(=N)N21	-11	12	-2.3	-1	-4	1	6	10	nt	-12
CCc1cc(C(=O)Cc2nc3ccccc3[nH]2)c(O)cc1O	21	-17	-6.3	-2	-2	3	5	-20	34*	17
CCCCN1Cc2ccccc2Oc2cc(Br)ccc2S1(=O)=O	6	0	4.8	-4	-9	-1	6	3	0	0
Cc1cc(C)c(S(=O)(=O)N2CCC(C(N)=O)CC2)cc1C	-9	nt	-7.0	5	5	6	2	-6	-2	nt
COc1ccc(Nc2cc(Nc3cccc(OC)c3)ncn2)cc1	nt	22	5.3	-7	5	5	1	2	10	-22
COc1cccc(-c2nnn(C/C(N)=N/O)n2)c1	14	nt	-4.1	6	-2	-4	-6	-6	8	nt
CCOC(=O)N1CCC(N2CCN(S(=O)(=O)c3ccc([N+](=O)[O-])cc3)CC2)CC1	-16	nt	-0.8	2	-1	9	3	-14	15	nt
COc1ccc(CNC(=O)CN2c3ccccc3S(=O)(=O)c3ccccc32)cc1	-7	26	-7.0	1	-11	2	1	-11	0	-26
Cc1ccc(S(=O)(=O)N2CCOCC2)cc1C(=O)NCCCn1ccnc1	-4	-9	0.5	-7	-2	2	-5	-2	nt	9
CCOC(=O)c1c(N)n(CCOC(=O)c2cccs2)c2nc3ccccc3nc12	7	-18	4.0	1	-8	-3	30	4	nt	18
CCOc1ccccc1N1CCN(C(=O)CNC(=O)c2ccccc2F)CC1	-4	nt	-2.7	-3	8	11	-2	-13	2	nt
COc1ccc(Nc2ccc3c(c2)=NC2(CCCCC2)[N+]=3[O-])cc1	nt	23	2.2	2	-7	2	12	-6	12	-23
CC(OC(=O)Cn1c(C(F)(F)F)nc2ccccc21)C(=O)N1CCCc2ccccc21 (stereo not drawn)	0	-14	1.7	1	-6	0	3	-6	nt	14
CCOc1cc(C(=O)NC(=S)Nc2nc(C)cc(C)n2)cc(OCC)c1OCC	-3	25	-0.3	-3	-14	2	2	-11	-2	-25
Cc1cc(C)nc(SCc2nnc(SCC(=O)Nc3nccs3)n2Cc2ccco2)n1	6	19	-0.4	6	-13	3	1	-17	-3	-19
CCOc1ccccc1NC(=O)/C(C#N)=C/c1cccnc1	-8	-6	0.8	-3	-11	-2	-3	-3	-1	6
CCOc1ccc(CN(C)CC(O)COC(c2ccc(OC)cc2)c2ccc(OC)cc2)cc1 (stereo not drawn)	13	4	2.2	-2	?	-5	22	7	-2	-4
Fc1ccc(-c2nnc(CSc3nnc(-c4cccs4)o3)o2)cc1	5	-28	0.4	-4	4	-4	-6	-12	nt	28
CCN1CCN(C(=O)C2CC(=O)N(c3ccc(Cl)cc3)C2)CC1 (stereo not drawn)	nt	nt	-1.6	-2	3	2	-6	-13	-1	nt
Cc1cccn2c(=O)c(/C=C(\C#N)C(=O)NCc3ccco3)c(N3CCCCC3)nc12	-7	42	nt	-5	-6	1	19	-7	-1	-42
CCC1(CC)NC(=O)N(CC(=O)OCC(=O)NC(=O)c2ccc(Cl)cc2)C1=O	1	-12	-0.9	7	-6	0	4	-8	-2	12
CCc1nnc(NC(=O)C2Cc3ccccc3C(=O)O2)s1 (stereo not drawn)	nt	-31	-1.5	3	-2	3	-5	-7	1	31
CC(=O)OCC(=O)Nc1ccc(Br)c(C)c1	9	-17	0.9	3	5	6	10	1	-1	17
CCC12CN3CC(CC)(CN(C1)C3c1c(O)ccc3ccccc13)C2=O (stereo not drawn)	-6	2	0.4	0	-9	-1	-5	-11	nt	-2
O=C(NCCCN1CCOCC1)/C(=C/c1cccs1)NC(=O)c1ccccc1	-12	nt	-0.6	8	-2	2	3	-15	0	nt
CCc1ccc(NC(=S)N(CCCN2CCOCC2)Cc2ccccn2)cc1	2	-18	1.2	4	-3	3	-7	-11	10	18
CCn1c(CCC(=O)O)nc2cc(S(=O)(=O)N3CCOCC3)ccc21	-3	-22	-0.5	-1	6	-3	-3	-20	-4	22
Cc1ncc(CN2CCC(CO)(Cc3ccccc3)CC2)s1	1	-25	1.8	-4	5	-1	7	-12	-2	25
O=C1SCC(c2ccccc2)=NN1Cc1ccccc1	-16	-11	0.9	-1	-1	0	3	-5	0	11
CCOC(=O)c1cnc(N2CCOCC2)[nH]c1=O	-9	1	1.2	7	0	0	2	-8	1	-1
Cc1cnc(C(=O)OCC(=O)Nc2c(Cl)cc(Cl)cc2Cl)cn1	2	-6	1.7	-3	-4	-4	0	-11	0	6
O=C(CSc1nc2ccc(Cl)cc2[nH]1)c1ccc2c(c1)OCO2	-11	4	-5.6	6	-3	9	1	-8	nt	-4
Cc1cc(-c2ccccc2)nc(SCc2ccc(C(=O)O)cc2)n1	5	4	0.3	-4	-8	0	9	-1	0	-4
O=C(Oc1ccc(-c2nnco2)cc1)N(c1ccccc1)c1ccccc1	6	-8	-0.7	2	-8	6	11	-1	nt	8
CC(=O)Nc1cccc(C(=O)OCCCOc2ccc(F)cc2)c1	48	-12	-0.4	-2	-14	0	5	-4	3	12
Oc1ccc(C=Nc2ccccc2-c2nc3ccccc3[nH]2)c(O)c1	55	17	3.7	-3	-1	6	8	-7	26	-17
CC(C)C(=O)NC(c1ccccc1)c1cc([N+](=O)[O-])c2cccnc2c1O (stereo not drawn)	7	-41	-0.6	-1	0	0	-5	-13	7	41
Cc1ccc(-n2c(SCC(=O)N/N=C/c3c(C)nn(-c4ccccc4)c3C)nc3ccccc3c2=O)cc1	17	49	0.9	-3	6	3	4	-5	-3	-49
O=[N+]([O-])c1cc([N+](=O)[O-])c(Oc2c(F)ccc(F)c2F)cc1NN1CCCCC1	10	-11	-1.1	-1	-2	0	1	-6	0	11
Cc1nnc(SCC(=O)NCCN2C(=O)CSC2=O)n1-c1ccccc1	11	-15	0.5	-5	-4	1	-12	6	-1	15
c1ccc(CNC23CC4CC(CC(C4)C2)C3)nc1	3	-11	-3.6	0	-4	-3	-9	1	-2	11
CN(C)CCC(C(=O)c1ccccc1)c1ccccn1 (stereo not drawn)	-6	-13	-1.9	4	-2	2	1	-19	nt	13
CCOC(=O)c1c(NC(=O)CN2C(=O)NC(C)(c3ccccc3)C2=O)sc(C)c1C (stereo not drawn)	13	37	0.4	-4	4	1	7	6	0	-37

An excerpt from above in order of the CDK5 p35 inh value, high to low.
molecule	CDK5 p35 inh
Oc1ccc(C=Nc2ccccc2-c2nc3ccccc3[nH]2)c(O)c1	3.7
Cc1nnc(SCC(=O)NCCN2C(=O)CSC2=O)n1-c1ccccc1	0.5
O=[N+]([O-])c1cc([N+](=O)[O-])c(Oc2c(F)ccc(F)c2F)cc1NN1CCCCC1	-1.1

Continued.
SMILES	MITF act	SR-BI DiI inh	CDK5 p35 inh	cardiac RTF act	dFosB act	HTR5A ag ctr	Rtt109 Vps75	PvdQ acylase	Wnt act	SR-BI uptake up
CCOC(=O)c1cccc(NC(=O)/C=C/c2ccc3c(c2)OCO3)c1	-5	-9	0.6	1	-3	0	-10	7	nt	9
CC(C)n1c(C(=O)OCC(=O)NCc2ccc3c(c2)OCO3)cc2sccc21	0	-1	5.1	14	-3	1	0	-10	-1	1
CC(C)(C)C(=O)O/N=C(\N)c1c(Cl)cccc1Cl	-2	-14	0.6	-1	1	0	5	3	-1	14
O=C(N[C@@H](Cc1ccccc1)C(=O)NC1CC1)c1ccc(Cl)cc1	15	nt	-0.2	0	-1	5	6	-1	2	nt
O=S(=O)(NC1CC1)c1ccc(S(=O)(=O)N2CCc3ccccc32)cc1	-5	4	0.3	-2	-1	1	-22	-6	nt	-4
CCN1/C(=C/C(C)=C/c2sc3ccccc3[n+]2CC)Sc2ccccc21	-103	nt	25	-2	507*	-8	134*	-7	-32&-3	nt
COC(=O)c1cccc(Nc2c3c(nc4ccccc24)CCC3)c1	nt	20	0.6	2	-8	2	-3	2	-3	-20
Cc1cccc(OCC(O)CN2CCN(CCN3C(=O)c4cccc5cccc(c45)C3=O)CC2)c1C (stereo not drawn)	9	54	0.3	-2	62*	-3	-5	-8	-1	-54
COc1ccc(-c2ccc3c(c2)[C@@H]2C[C@H](N(C)S(=O)(=O)c4ccccc4)[C@H]([C@H](C)O)C(=O)N2CC3)cc1	-8	nt	-0.4	-6	-12	3	-7	-13	-4	nt

Reformatted as a markdown table: 4 of the compounds above.
| SMILES | MITF act | SR-BI DiI inh | CDK5 p35 inh | cardiac RTF act | dFosB act | HTR5A ag ctr | Rtt109 Vps75 | PvdQ acylase | Wnt act | SR-BI uptake up |
| --- | --- | --- | --- | --- | --- | --- | --- | --- | --- | --- |
| O=C(N[C@@H](Cc1ccccc1)C(=O)NC1CC1)c1ccc(Cl)cc1 | 15 | nt | -0.2 | 0 | -1 | 5 | 6 | -1 | 2 | nt |
| O=S(=O)(NC1CC1)c1ccc(S(=O)(=O)N2CCc3ccccc32)cc1 | -5 | 4 | 0.3 | -2 | -1 | 1 | -22 | -6 | nt | -4 |
| CCN1/C(=C/C(C)=C/c2sc3ccccc3[n+]2CC)Sc2ccccc21 | -103 | nt | 25 | -2 | 507* | -8 | 134* | -7 | -32&-3 | nt |
| COC(=O)c1cccc(Nc2c3c(nc4ccccc24)CCC3)c1 | nt | 20 | 0.6 | 2 | -8 | 2 | -3 | 2 | -3 | -20 |
